Screening data as filed in PubChem.
UTI89 phage lysis: inhibition of K1F phage lysis, E. coli UTI89, bacterial capsule biogenesis inhibitors, alamar blue (AID 488966); inhibition, % at 100 µM; hits with a dose series show IC50 in µM; actives 0.02% (n = 340,000); E. coli UTI89 K1F phage lysis, alamar blue, 2 h; higher % means a stronger effect;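 active = phage lysis inhibition, versus mean bacterial control, above a set limit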;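 note: capsule biogenesis inhibitors block K1F phage lysis so surviving cells raise fluorescence; higher fluorescence means more inhibition of phage lysis; actives were called in the ten point dose series up to 300 µM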
AID2073: inhibitors of Mint1-CaV2.2 protein interaction, biochemical, HTRF (AID 2073); Voltage-dependent N-type calcium channel subunit alpha-1B (Homo sapiens); HTRF protein-protein interaction, Mint1-CaV2.2; higher % means a stronger effect; inhibition, % at 20 µM; hits with a dose series show IC50 in µM; actives 0.19% (n = 290,000); in the data active = inhibition mostly above about 51%, no sharp cut-off; note: some results filed as inactive read as strong as hits
Large T inhibition: SV40 large T antigen inhibitors, biochemical (AID 1903); inhibition, % at 20 µM, or IC50 in µM where a hit was titrated; SV40 large T antigen ATPase/helicase inhibition assay; higher % means a stronger effect; actives 0.39% (n = 310,000); in the data active = a potency from the dose series; note: strong numbers were not always called active
Siah-1 displacement: Siah-1 peptide-binding antagonists, primary screen, biochemical, fluorescence polarization, rhodamine-plectin, uHTS (AID 1817); Siah-1 / rhodamine-plectin peptide fluorescence polarization; higher % means a stronger effect; one-dose displacement, % at 20 µM; IC50 in µM for titrated hits; actives 0.02% (n = 290,000); E3 ubiquitin-protein ligase SIAH1 (Homo sapiens);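 active = displacement of at least 50% at 20 µM, with a fluorescence ratio check between 0.3 and a set limit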;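 note: plate controls were Siah plus tracer with DMSO for no effect and tracer alone without Siah for full effect; strong numbers were not always called active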
NTR1 agonist: agonists of NTR1, primary screen, imaging, U2OS cells, beta-arrestin-GFP, high content (AID 493036). Neurotensin receptor type 1 (Homo sapiens), P30989. NTR1-U2OS beta-arrestin-GFP spot imaging, agonist mode. activation, % at 20 µM. actives 0.17% (n = 330,000);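 active = activation at or above 40% of the spot to cytoplasm intensity ratio, with at least 20 cells analyzed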;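 note: 0% = DMSO without peptide and 100% = 100 nM NTR1 peptide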
Target sequence (P30989 whole entry, looked up): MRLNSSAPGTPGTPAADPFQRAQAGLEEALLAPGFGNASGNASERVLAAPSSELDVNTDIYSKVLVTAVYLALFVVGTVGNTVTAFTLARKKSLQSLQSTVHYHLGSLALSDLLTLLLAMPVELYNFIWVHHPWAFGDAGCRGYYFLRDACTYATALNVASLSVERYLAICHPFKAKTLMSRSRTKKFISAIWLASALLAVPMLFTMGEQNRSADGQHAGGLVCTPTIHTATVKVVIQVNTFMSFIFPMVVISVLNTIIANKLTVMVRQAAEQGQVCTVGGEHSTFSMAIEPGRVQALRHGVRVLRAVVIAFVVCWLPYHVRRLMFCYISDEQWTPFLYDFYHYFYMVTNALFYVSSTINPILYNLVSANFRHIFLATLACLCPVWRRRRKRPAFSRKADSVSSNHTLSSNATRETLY
MgcRacGAP inhibition: MgcRacGAP GTPase-activating activity inhibitors, confirmation, biochemical, ADP Hunter fluorescence. Rac GTPase-activating protein 1 (Homo sapiens). AID 624330, 2012. inhibition, % at 30 µM, or IC50 in µM where a hit was titrated. MgcRacGAP-stimulated Rac1 GTP hydrolysis, ADP Hunter fluorescence; higher % means a stronger effect; GST-tagged Rac1 F28L mutant substrate. actives 0.6% (n = 340,000);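 active = first-screen hits whose inhibition reached a set limit at any dose in the follow-up dose series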;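 note: fluorescence reports GDP produced by GAP-driven GTP hydrolysis; strong numbers were not always called active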
West Nile antiviral: West Nile virus antiviral activity, cell-based, CPE readout (AID 1621). West Nile virus-infected cells, CPE inhibition; higher % means a stronger effect. CPE inhibition, % at 10 µM; hits with a dose series show IC50 in µM. actives 0.02% (n = 290,000); in the data active = a potency from the dose series; note: strong numbers were not always called active
RSV CPE inhibition: RSV antiviral activity via CPE protection, HEp-2 cells, primary 10 µM value included (AID 2391); actives 0.13% (n = 310,000); HEp-2 cells, RSV-induced CPE inhibition; higher % means a stronger effect; CPE inhibition, % at 10 µM, or IC50 in µM where a hit was titrated; in the data active = a potency from the dose series; note: strong numbers were not always called active
Dengue-2 NS5 capping: Dengue-2 NS5 methyltransferase inhibitors, primary screen, biochemical, confirmation dose response (AID 588689); Dengue-2 NS5 methyltransferase capping enzyme assay, biochemical; higher % means a stronger effect; one-dose inhibition, % at 25 µM; IC50 in µM for titrated hits; Genome polyprotein (Dengue virus type 2 (strain 16681-PDK53)); actives 0.3% (n = 340,000); in the data active = a potency from the dose series
NTR1 agonist cell count 20 µM: recorded beside NTR1 agonist, whose call it bears; cell count; measured here: cell count, cytotoxicity flag
The depositor's hits bear a star; x = not tested or not shown; [ ] = remark or other dose.

SMILES	UTI89 phage lysis	AID2073	Large T inhibition	Siah-1 displacement	NTR1 agonist	NTR1 agonist cell count 20 µM	MgcRacGAP inhibition	West Nile antiviral	RSV CPE inhibition	Dengue-2 NS5 capping
Cn1c2ccccc2c2c(C(=O)NCC3CCCO3)cn(C3CCCC3)c(=O)c21 (stereo not drawn)	-0.9%	-4%	11%	3%	2.8	58	11%	0.8%	-0.1%	5%
CCNC(=O)c1cccc(NC(=O)c2cc(C3CC3)nc3c2cnn3C(C)C)c1	1.0%[50 µM]	x	x	x	-0.2	59	4%	x	x	-4%
C=C(C)[C@@H]1CC=C(CN2CCC(CCOC)(C(=O)OCC)CC2)CC1	0.0%	2%	8%	-1%	-0.7	40	2%	-0.8%	-0.1%	-18%
O=C(O)CSc1nnc(-c2ccc3c(c2)OCO3)o1	1.1%	-4%	7%	3%	1.2	69	-2%	0.3%	0.4%	-3%
O=C1c2ccccc2C(=O)N1CC(=O)N1c2ccccc2Sc2ccc(C(F)(F)F)cc21	0.2%	11%	8%	3%	3.7	66	1%	0.1%	1.5%	-4%
CCCCN(CC(=O)NC1CCCC1)C(=O)C(=O)Nc1ccc2c(c1)OCCO2	0.1%	1%	9%	3%	-0.5	31	8%	-0.4%	1.2%	10%
CCCCCCc1nnc(N)s1	5.4%	7%	14%	-4%	1.4	55	3%	-0.4%	2.5%	2%
CCCn1c(SCC(=O)NC(=O)NCc2ccco2)n[nH]c1=O	x	12%	11%	-2%	x	x	x	-0.2%	x	x
O=C(NCc1cccs1)c1ccc(S(=O)(=O)N2CCCCC2)cc1	0.7%	-7%	9%	-5%	3.4	34	-9%	0.3%	0.4%	-5%
COc1cccc(/C=C2\N=C3CCCCCN3C2=O)c1	-0.1%	-5%	14%	2%	-1.3	82	12%	0.1%	1.5%	-5%
COc1ccccc1NC(=O)c1ccc(-n2cccn2)nc1	0.8%	3%	2%	2%	-1.6	98	3%	0.8%	0.2%	-3%
COc1ccc(N2C(=O)CSC2c2ccc([N+](=O)[O-])cc2)cc1 (stereo not drawn)	0.1%	10%	-3%	2%	-0.7	73	x	-1.0%	2.0%	-2%
Cc1cccc(NC(=S)NN2CCN(C)CC2)c1C	0.2%	-9%	3%	1%	0.0	63	8%	0.2%	1.7%	-3%
Cn1nnnc1SCC(=O)NCc1cccc(C(=O)O)c1	0.8%	2%	1%	-7%	4.8	86	6%	1.0%	-0.5%	2%
CC(=O)Nc1cc(-c2ccc(F)cc2)[nH]n1	0.3%	-2%	8%	-3%	-0.9	60	5%	-0.1%	-0.1%	3%
FC(F)(F)COc1nc(N2CCCCC2)nc(N2CCNCC2)n1	0.4%	9%	6%	-1%	0.0	54	8%	1.4%	-0.1%	-7%
CCn1c(SCC(=O)N2CCCc3ccccc32)nc2c(c1=O)SC(C)C2 (stereo not drawn)	4.4%	8%	7%	4%	3.7	68	10%	0.0%	0.3%	-4%
CCCCCCCC(=O)OCC(O)CO (stereo not drawn)	3.2%	2%	0%	-2%	2.4	48	7%	-0.2%	-0.6%	-17%
CC(=O)Nc1nc2n(n1)C(c1ccc(F)cc1)C=C(c1ccccc1)N2 (stereo not drawn)	1.6%	15%	18%	4%	0.0	95	13%	-0.3%	1.3%	23%
Cc1cccc(NC(=O)Nc2c(C)[nH]c(=O)[nH]c2=O)c1C	0.0%	0%	20%	1%	-1.8	79	8%	1.2%	1.8%	3%
Clc1ccc(Nc2nc3cccnc3s2)cc1	0.9%	2%	8%	5%	1.6	66	9%	-0.9%	0.9%	-8%
CN(C)CCO/N=C(\c1ccc(Br)cc1)c1cccnc1	6.3%	x	8%	x	0.6	41	141µM*	x	0.3%	-2%
CCc1ccc(OCC(=O)OC2CCS(=O)(=O)C2)cc1 (stereo not drawn)	-0.9%	-2%	5%	-3%	0.1	53	4%	0.3%	-0.3%	-4%
Cc1ccccc1NC(=O)CSc1nc(N)c(C#N)c(-c2cccs2)c1C#N	-0.1%	6%	-1%	-1%	9.7	55	4%	3.3%	5.5%	11%
CCN(CC)CCN(Cc1cc2cc3c(cc2[nH]c1=O)OCCO3)C(=S)NCC(C)C	-0.3%	-8%	7%	1%	1.2	71	12%	-0.8%	2.2%	-7%
O=C(CSc1nnnn1Cc1ccccc1)c1ccccc1F	0.6%	-2%	0%	2%	-0.7	43	10%	0.0%	-0.1%	-12%
CCCCN(C(=O)CCC(=O)OCC(=O)NCc1ccccc1)c1c(N)n(CCC)c(=O)[nH]c1=O	0.7%[50 µM]	x	x	x	-0.5	51	0%	x	0.0%	-4%
O=[N+]([O-])c1ccc(N2CCN(S(=O)(=O)Cc3ccccc3)CC2)cc1N1CCOCC1	-1.0%	5%	19%	4%	-3.6	97	15%	-0.5%	2.8%	-3%
CC(C)C(OC(=O)c1nsc(Cl)c1Cl)C(=O)NCC1CCCO1 (stereo not drawn)	0.1%	6%	3%	4%	-1.0	57	6%	0.0%	0.5%	-11%
Cc1nn2c(N)c(C#N)cnc2c1-c1ccccc1	0.0%	12%	26%	9%	0.7	40	8%	0.2%	30%	-9%
NC(=O)c1sc2nc3c(c(-c4cccnc4)c2c1N)CCC3	0.1%	-13%	4%	-5%	0.9	49	0%	-0.2%	2.2%	-5%
COC(=O)c1cccc(NC(=O)CN(c2ccc3c(c2)OCO3)S(C)(=O)=O)c1C	0.1%	5%	0%	-5%	0.8	52	0%	0.1%	0.4%	-3%
CCOC(=O)c1c(NC(=O)Cc2ccccc2)sc2c1CCN(C)C2	1.3%	6%	15%	-1%	3.4	86	4%	-0.6%	-0.2%	-1%
Cc1ccc(C)c(C(=O)CN2C(=O)C(=O)N(C3CCCC3)C2=O)c1	1.3%[50 µM]	x	x	x	-1.8	47	4%	x	0.1%	-7%
CSc1nsc(/C=C/Nc2ccc(F)cc2)c1C#N	-0.1%	36%	4%	-1%	0.7	75	0%	x	-0.8%	x
O=c1[nH]nc(SCc2ccccc2)n1C1CC2C=CC1C2 (stereo not drawn)	-0.5%	-9%	4%	1%	1.8	49	4%	-0.9%	1.2%	8%
Cc1cc(OCc2nn[nH]n2)c2c(C)c(Cc3ccccc3)c(=O)oc2c1	-0.1%	-3%	21%	3%	-0.4	52	4%	0.1%	3.8%	10%
CCOC(=O)c1ccc(NC(=O)CCS(=O)(=O)Cc2ccccc2)cc1	0.1%	0%	-4%	-5%	1.6	68	2%	-0.5%	1.3%	-4%
COc1ccc(C(=O)COC(=O)CN2C(=O)c3ccccc3C2=O)c(OC)c1	1.6%[50 µM]	12%	10%	0%	0.2	81	2%	-0.3%	0.9%	0%
CCN(CC)Cc1cc(CC(C(N)=O)C(N)=O)ccc1OC	0.5%	-6%	2%	0%	0.5	75	5%	0.8%	0.4%	-4%
COc1ccc(CNC(=O)CSc2nc(C)cs2)cc1	-0.1%	3%	23%	5%	-1.4	44	11%	1.0%	1.5%	-4%
Cc1nc2cc(NC(=O)c3ccc(Br)s3)ccc2s1	2.1%[50 µM]	23%	4%	6%	4.9	66	9%	-0.4%	1.3%	3%
CS(=O)(=O)N1CCN(Cc2cc(=O)n3ccsc3n2)CC1	-2.8%	18%	7%	8%	0.1	61	-6%	-0.3%	0.8%	2%
Cc1nc2ccccc2cc1C(=O)NCc1ccco1	0.8%	7%	13%	1%	-0.7	55	8%	0.6%	1.8%	1%

Among those listed so far, these contain an aryl thioether with sulfur outside any ring:
SMILES	UTI89 phage lysis	AID2073	Large T inhibition	Siah-1 displacement	NTR1 agonist	NTR1 agonist cell count 20 µM	MgcRacGAP inhibition	West Nile antiviral	RSV CPE inhibition	Dengue-2 NS5 capping
O=C(O)CSc1nnc(-c2ccc3c(c2)OCO3)o1	1.1%	-4%	7%	3%	1.2	69	-2%	0.3%	0.4%	-3%
CCCn1c(SCC(=O)NC(=O)NCc2ccco2)n[nH]c1=O	x	12%	11%	-2%	x	x	x	-0.2%	x	x
Cn1nnnc1SCC(=O)NCc1cccc(C(=O)O)c1	0.8%	2%	1%	-7%	4.8	86	6%	1.0%	-0.5%	2%
CCn1c(SCC(=O)N2CCCc3ccccc32)nc2c(c1=O)SC(C)C2 (stereo not drawn)	4.4%	8%	7%	4%	3.7	68	10%	0.0%	0.3%	-4%
Cc1ccccc1NC(=O)CSc1nc(N)c(C#N)c(-c2cccs2)c1C#N	-0.1%	6%	-1%	-1%	9.7	55	4%	3.3%	5.5%	11%
O=C(CSc1nnnn1Cc1ccccc1)c1ccccc1F	0.6%	-2%	0%	2%	-0.7	43	10%	0.0%	-0.1%	-12%
CSc1nsc(/C=C/Nc2ccc(F)cc2)c1C#N	-0.1%	36%	4%	-1%	0.7	75	0%	x	-0.8%	x
O=c1[nH]nc(SCc2ccccc2)n1C1CC2C=CC1C2 (stereo not drawn)	-0.5%	-9%	4%	1%	1.8	49	4%	-0.9%	1.2%	8%
COc1ccc(CNC(=O)CSc2nc(C)cs2)cc1	-0.1%	3%	23%	5%	-1.4	44	11%	1.0%	1.5%	-4%
